TROY NFkB inh: inhibitors of TROY-driven NF-kB signaling, primary screen, Q293 LMP1-TROYcd cells, NF-kB luciferase, uHTS. Q293 LMP1-TROYcd NF-kB luciferase reporter, 4 h. inhibition, % at 10 µM. 360,000 tested, 0.98% active. AID 1347056, 2019;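 active = compounds whose plate-normalised and pattern-corrected inhibition of the luciferase reporter signal at the single screening dose is 50% or more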
NR5A2 inv ag: LRH-1 (NR5A2) inverse agonists, primary screen, cell-based, luminescence, HEK293T, StAR-luciferase reporter | Nuclear receptor subfamily 5 group A member 2 (Homo sapiens), O00482 | 360,000 tested, 0.13% active | inhibition, % at 3.6 µM | AID 602396, 2012 | LRH-1 transfected, 24 h;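 active = inhibition above the mean inhibition of all tested compounds plus 3 SD, cut at about 73% in these data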;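 note: 0% = DMSO wells and 100% = reporter-only cells lacking LRH-1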
NCOA1 inh: SRC1 coactivator transcriptional activity inhibitors, primary screen, cell-based, luminescence; inhibition, % at 3.6 µM; HEK293 GAL4-SRC1 luciferase reporter; Nuclear receptor coactivator 1 (Homo sapiens), Q15788; 360,000 tested, 0.12% active;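 active = inhibition above the campaign mean plus 3 SD, with each screening campaign given its own cutoff, cut at about 60% in these data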;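 note: 0% = DMSO treated cells and 100% = gossypol at 36 µM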
SRC3 inh: SRC3 coactivator transcriptional activity inhibitors, primary screen, cell-based, luminescence; HEK293 GAL4-SRC3 luciferase reporter; 360,000 tested, 0.17% active; inhibition, % at 3.6 µM; Nuclear receptor coactivator 3 (Homo sapiens), Q9Y6Q9; AID 588352, 2011;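 active = inhibition above a per-campaign cutoff, the mean of all compounds plus 3 SD, cut at about 60% in these data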;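 note: 0% = DMSO-treated cells and 100% = gossypol-treated cells at 36 µM; higher means less SRC3-driven luciferase light from the GAL4 reporter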
TLR9-MyD88 block: inhibitors of TLR9-MyD88 association in cells, primary screen, cell-based, CHO, BLA complementation, fluorescence; Toll-like receptor 9 (Homo sapiens) + Myeloid differentiation primary response protein …; CCF4 FRET ratio; inhibition, % at 4.98 µM; AID 504734, 2011; 340,000 tested, 0.21% active;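 active = inhibition above the mean over all tested compounds plus 3 SD, cut at about 21% in these data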;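 note: 0% = DMSO only wells and 100% = clavulanate BLA inhibitor control wells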
Exocytosis inh: LAMP-1 surface exposure blockers, TALL-104 cells – cell-based, flow cytometry, MLPCN library, primary screen | 360,000 tested, 0.66% active | AID 651702, 2012 | TALL-104 LAMP-1 surface exposure; cells stimulated with thapsigargin and PMA | inhibition, % at 10 µM;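 active = inhibition above about 55%, limit read from the data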
ABHD5-PLIN5 inh: ABHD5-PLIN5 interaction inhibitors, primary screen, cell lysate, split luciferase complementation, luminescence. Perilipin-5 (Homo sapiens) + 1-acylglycerol-3-phosphate O-acyltransferase ABHD5 (Homo …. Split G. princeps luciferase complementation, 4 h. inhibition, % at 4 µM. 360,000 tested, 0.78% active. AID 602281, 2012;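 active = inhibition above the mean inhibition across every tested compound plus 3 SD, cut at about 22% in these data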;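 note: 0% = DMSO only wells and the 100% control is not disclosed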
NOD2 RIPK2 PPI: NOD2-RIPK2 binding disruptors in cells, primary screen, fluorescence, CHO cells, BLA complementation; 360,000 tested, 0.38% active; inhibition, % at 4.98 µM; CCF4 ratio; Receptor-interacting serine/threonine-protein kinase 2 (Homo sapiens), O43353; in the data active = inhibition above about 21%;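 note: 0% = vehicle only and 100% = reference blocker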
NCOA2 inhibitor: inhibition of GAL4-SRC2 driven luciferase reporter, primary screen, SRC2 inhibitor project, cell-based, luminescence; Nuclear receptor coactivator 2 (Homo sapiens), Q15596; HEK293 GAL4-SRC2 luciferase reporter; inhibition, % at 9 µM; 370,000 tested, 0.17% active; AID 651957, 2012;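 active = inhibition above the mean inhibition of all tested compounds plus 3 SD, set per campaign, cut at about 52% in these data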;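 note: 0% = DMSO treated cells and 100% = cells given Gossypol at 36 µM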
NR2F2 inh: NR2F2 transcriptional activity inhibitors, primary screen, cell-based, luciferase reporter, HEK293T, luminescence; COUP transcription factor 2 (Homo sapiens), P24468; HEK293T NGFI-A luciferase reporter; inhibition, % at 8.6 µM; 370,000 tested, 0.7% active;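 active = inhibition above a per-plate cutoff, mean inhibition of test wells between control levels plus 3 SD, cut at about 38% in these data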;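 note: cells cotransfected with COUP-TFII expression vector driving the NGFI-A reporter; 0% = median of COUP-TF2 test wells and 100% = reporter-only cells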
TWEAK-Fn14 inh: inhibitors of TWEAK-Fn14 signaling, primary screen, luciferase reporter cells, uHTS; TWEAK-stimulated Fn14 reporter cells, luciferase luminescence, 8 h; inhibition, % at 10 µM; 360,000 tested, 2% active; in the data active = inhibition above about 50%
Numbers without * were called inactive; . = no result given. Some of the compounds tested. The share of hits here may be higher or lower than overall.

1	CCc1nnc(NC(=O)c2cccc(OC)c2)s1
2	COc1ccc2oc(-c3ccccc3)cc(=O)c2c1
3	Cc1cccc(C)c1N(CC(=O)NCc1ccccc1)C(=O)c1csnn1
4	CN(CCc1ccccn1)C(=O)CN(C)S(=O)(=O)c1ccc2c(c1)c(=O)n(C)c(=O)n2C
5	CCOC(=O)c1cnc(NCc2ccccc2)nc1C
screen / no.	1	2	3	4	5
TROY NFkB inh	-36	5	-10	-15	-94
NR5A2 inv ag	-138	-139	20	-15	-52
NCOA1 inh	-127	-114	1	-5	-61
SRC3 inh	-101	-65	-2	-6	-57
TLR9-MyD88 block	-1	.	9	3	-2
Exocytosis inh	-1	-4	0	0	1
ABHD5-PLIN5 inh	3	-3	-1	6	6
NOD2 RIPK2 PPI	-1	5	-8	-10	-18
NCOA2 inhibitor	-33	-52	-2	9	-55
NR2F2 inh	-41	-23	13	10	-15
TWEAK-Fn14 inh	22	74*	-9	-6	-9

6	COc1cc(C(=O)NCC(=O)NC(C)c2ccc(-n3ccnc3)cc2)cc(OC)c1OC (stereo not given)
7	CNCc1nc2ccccc2[nH]1
8	Cc1ccc(N(C)C(=O)c2cc(S(=O)(=O)N3CCc4ccccc43)cn2C)cc1
9	CC(=O)N1CCN(c2ccc(NC(=O)c3ccccc3Br)cc2Cl)CC1
10	COc1ccc2nc(SC(C)C(=O)NC3CCCCC3)[nH]c2c1 (stereo not given)
screen / no.	6	7	8	9	10
TROY NFkB inh	-17	10	11	-2	9
NR5A2 inv ag	11	5	1	-11	4
NCOA1 inh	17	17	6	-16	5
SRC3 inh	-23	-9	-5	-9	21
TLR9-MyD88 block	0	6	-3	-1	-12
Exocytosis inh	-2	-1	2	-6	0
ABHD5-PLIN5 inh	-1	5	-5	-2	-8
NOD2 RIPK2 PPI	-5	-13	-2	-1	-6
NCOA2 inhibitor	-28	-18	-7	-36	18
NR2F2 inh	-6	3	-6	-9	7
TWEAK-Fn14 inh	6	-4	-31	-6	16

11	O=C1c2ccc(-c3ccc(F)cc3OCc3ccccc3)cc2S(=O)(=O)c2cccc(C(=O)N3CCN(c4ncc(Cl)cc4Cl)CC3)c21
12	CN1CCc2c(sc(/N=C/c3cc(C(C)(C)C)ccc3O)c2C#N)C1
13	COc1cc2c(cc1NC(=S)NC(=O)/C=C/c1ccco1)oc1ccccc12
14	CCC(c1nnc(SCC(=O)Nc2ccc(N3CCOCC3)cc2)n1Cc1ccccc1)N(C)C (stereo not given)
15	COc1ccc(Cc2nc3ccc(C(=O)NCCc4ncccc4C)cc3o2)cc1OC
screen / no.	11	12	13	14	15
TROY NFkB inh	7	17	11	-36	-18
NR5A2 inv ag	-11	0	-7	11	-18
NCOA1 inh	2	0	-14	-2	-13
SRC3 inh	4	23	-28	7	-28
TLR9-MyD88 block	-7	0	2	3	2
Exocytosis inh	-6	-4	10	-4	-6
ABHD5-PLIN5 inh	7	-1	1	14	-1
NOD2 RIPK2 PPI	-3	-2	-1	-4	11
NCOA2 inhibitor	-38	-7	-26	-16	-40
NR2F2 inh	5	-21	14	-6	-15
TWEAK-Fn14 inh	-26	6	2	1	-7

16	CN(Cc1cn(C)nc1-c1ccc(Oc2ccccc2)cc1)C1CCOC1 (stereo not given)
17	Cc1cc(NC(=O)CSc2nnc3ccc(-c4ccccc4)nn23)no1
18	CCOc1cc(C(=O)OCc2cc(=O)n3c(C)csc3n2)ccc1OC
19	Cc1cc(NC(=O)NC(=O)c2cccc(OC(F)(F)C(F)F)c2)n[nH]1
20	Cc1cc(C)c([N+](=O)[O-])cc1NC(=O)CCS(=O)(=O)c1ccccc1
screen / no.	16	17	18	19	20
TROY NFkB inh	17	-7	5	-53	-12
NR5A2 inv ag	9	11	-2	-78	2
NCOA1 inh	6	-13	-1	-114	9
SRC3 inh	3	-15	19	-76	-3
TLR9-MyD88 block	7	-13	-8	-11	7
Exocytosis inh	4	4	-4	0	-2
ABHD5-PLIN5 inh	3	0	5	-6	3
NOD2 RIPK2 PPI	1	-11	0	-2	-16
NCOA2 inhibitor	11	-5	5	-18	-2
NR2F2 inh	-2	-4	0	-37	19
TWEAK-Fn14 inh	-3	-26	-1	-15	19

21	CC(Sc1nc(N)c2c3c(sc2n1)CSC(C)(C)C3)C(=O)Nc1ccccc1 (stereo not given)
22	Cc1ccc(SCC(=O)NC(=O)NCc2ccccc2)c(C)c1
23	CCn1cc(C(=O)NCCC(C)C)c(=O)c2cc(F)c(N3CCN(C)CC3)cc21
24	O=C(C1CCCO1)N1CCN(S(=O)(=O)c2ccc(F)cc2)CC1 (stereo not given)
25	Cc1cccc(NC(=S)NNC(=O)c2ccccc2Br)c1
screen / no.	21	22	23	24	25
TROY NFkB inh	20	-3	0	-2	-57
NR5A2 inv ag	6	12	14	-4	-109
NCOA1 inh	6	-12	11	0	-41
SRC3 inh	16	12	-10	2	-25
TLR9-MyD88 block	-3	-3	6	-2	0
Exocytosis inh	7	9	22	0	0
ABHD5-PLIN5 inh	1	-10	9	-4	-3
NOD2 RIPK2 PPI	-11	-2	-7	-4	-2
NCOA2 inhibitor	12	16	-3	10	-75
NR2F2 inh	22	24	-3	6	-36
TWEAK-Fn14 inh	17	-8	-3	11	-68

Part of the list above, set out differently.
Each structure is followed by: TROY NFkB inh	NR5A2 inv ag	NCOA1 inh	SRC3 inh	TLR9-MyD88 block	Exocytosis inh	ABHD5-PLIN5 inh	NOD2 RIPK2 PPI	NCOA2 inhibitor	NR2F2 inh	TWEAK-Fn14 inh
#24 O=C(C1CCCO1)N1CCN(S(=O)(=O)c2ccc(F)cc2)CC1 (stereo not given)
 : -2	-4	0	2	-2	0	-4	-4	10	6	11
#25 Cc1cccc(NC(=S)NNC(=O)c2ccccc2Br)c1
 : -57	-109	-41	-25	0	0	-3	-2	-75	-36	-68

The listing picks up with the three entries that preceded the break.
23	CCn1cc(C(=O)NCCC(C)C)c(=O)c2cc(F)c(N3CCN(C)CC3)cc21
24	O=C(C1CCCO1)N1CCN(S(=O)(=O)c2ccc(F)cc2)CC1 (stereo not given)
25	Cc1cccc(NC(=S)NNC(=O)c2ccccc2Br)c1
26	Nc1nc(NC(=O)C(Cl)(Cl)Cl)nn1-c1ccccc1
27	Cc1ccc(CNC(=O)c2ccc3c(c2)S(=O)(=O)c2ccccc2C3=O)o1
28	COc1ccc(C(=O)CCc2ccc(OC)c(OC)c2)cc1
29	COc1ccc(NC(=O)C2CCN(C(=O)Cc3ccccc3)CC2)c(OC)c1
30	Cc1cc(/C=C(\C#N)c2nc3ccccc3[nH]2)c(C)n1C
screen / no.	23	24	25	26	27	28	29	30
TROY NFkB inh	0	-2	-57	5	-11	2	1	18
NR5A2 inv ag	14	-4	-109	7	-6	-7	3	-137
NCOA1 inh	11	0	-41	-45	3	-2	-5	-89
SRC3 inh	-10	2	-25	13	-13	-9	22	-42
TLR9-MyD88 block	6	-2	0	7	-13	-4	-21	-4
Exocytosis inh	22	0	0	-2	6	1	-1	-1
ABHD5-PLIN5 inh	9	-4	-3	-2	8	5	-2	3
NOD2 RIPK2 PPI	-7	-4	-2	-7	1	-13	-9	-4
NCOA2 inhibitor	-3	10	-75	-3	-15	-5	3	-33
NR2F2 inh	-3	6	-36	20	-21	13	-9	-28
TWEAK-Fn14 inh	-3	11	-68	1	-11	-17	9	-28

31	COc1ccc2oc(=O)c(C(=O)Oc3ccc(NC(C)=O)cc3)cc2c1
32	CCCCOCCCNC(=O)C[C@@H]1C[C@@]2(C(=O)OCC)CCCC=C2N(CCc2ccc(OC)c(OC)c2)C1=O
33	COC(=O)C1=COC(OC2OC(CO)C(O)C(O)C2O)C2C1C=CC2(O)CO (stereo not given)
34	Cc1oc(-c2ccccc2F)nc1CSCC(=O)NC1CC1
35	Cc1ccc(/C=C(\C#N)C(=O)NCC2CCCO2)o1 (stereo not given)
screen / no.	31	32	33	34	35
TROY NFkB inh	-18	.	-15	1	-14
NR5A2 inv ag	10	-25	4	6	-20
NCOA1 inh	9	.	-52	9	-32
SRC3 inh	-1	.	9	-8	-18
TLR9-MyD88 block	1	.	-4	-6	-4
Exocytosis inh	0	-2	0	-7	-2
ABHD5-PLIN5 inh	3	5	1	-1	4
NOD2 RIPK2 PPI	8	-1	6	1	0
NCOA2 inhibitor	6	0	-7	-32	-2
NR2F2 inh	10	-1	1	-6	-12
TWEAK-Fn14 inh	-5	.	1	17	0

36	Oc1ccccc1N1CCN(CC(O)COC2CCCc3ccccc32)CC1 (stereo not given)
37	COC(=O)C[C@@H]1C[C@H]2c3cc(N(C)C)ccc3O[C@H]2[C@H](CO)O1
38	Cc1nnc(SCSc2nnc(C)s2)s1
39	COc1cc(C)c(CN2CCSCC2)cc1C
40	COc1c2ccoc2c(OC[C@@H](O)C(C)(C)O)c2oc(=O)ccc12
41	O=C(O)CCCCCNC(=O)CCn1cnc2ccccc2c1=O
42	Cc1ccc(-c2cc(C(=O)Nc3cccnc3)[nH]n2)c(O)c1C
43	COCCCNC(=O)CN(c1cc(Cl)cc(Cl)c1)S(C)(=O)=O
screen / no.	36	37	38	39	40	41	42	43
TROY NFkB inh	10	0	-2	-30	5	-5	-36	-11
NR5A2 inv ag	32	13	1	20	3	-10	-46	9
NCOA1 inh	-9	-5	-4	-3	-8	-3	-72	2
SRC3 inh	-4	12	-27	-29	-10	5	-64	8
TLR9-MyD88 block	1	-10	4	-6	3	2	1	-3
Exocytosis inh	10	-4	0	-5	63*	0	-5	0
ABHD5-PLIN5 inh	-1	2	-2	6	7	4	-2	2
NOD2 RIPK2 PPI	-10	-1	5	-6	-6	2	-1	-3
NCOA2 inhibitor	4	.	-7	-5	3	-9	-85	6
NR2F2 inh	9	.	3	-14	-6	2	-45	-11
TWEAK-Fn14 inh	-9	1	-14	5	-46	10	-7	14
